# hcGAS lum = Primary biochemical luminescence assay for human cyclic GMP-AMP synthase inhibitors; AID 1259398, 2018; actives 0.081% (n = 290,000); Q8N884; recombinant h-cGAS, ATP depletion, Kinase-Glo luminescence; inhibition, % at 12.5 µM;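 further: 0% = vehicle reaction and 100% = reaction without DNA for no activity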
# Target sequence (Q8N884 whole entry, looked up): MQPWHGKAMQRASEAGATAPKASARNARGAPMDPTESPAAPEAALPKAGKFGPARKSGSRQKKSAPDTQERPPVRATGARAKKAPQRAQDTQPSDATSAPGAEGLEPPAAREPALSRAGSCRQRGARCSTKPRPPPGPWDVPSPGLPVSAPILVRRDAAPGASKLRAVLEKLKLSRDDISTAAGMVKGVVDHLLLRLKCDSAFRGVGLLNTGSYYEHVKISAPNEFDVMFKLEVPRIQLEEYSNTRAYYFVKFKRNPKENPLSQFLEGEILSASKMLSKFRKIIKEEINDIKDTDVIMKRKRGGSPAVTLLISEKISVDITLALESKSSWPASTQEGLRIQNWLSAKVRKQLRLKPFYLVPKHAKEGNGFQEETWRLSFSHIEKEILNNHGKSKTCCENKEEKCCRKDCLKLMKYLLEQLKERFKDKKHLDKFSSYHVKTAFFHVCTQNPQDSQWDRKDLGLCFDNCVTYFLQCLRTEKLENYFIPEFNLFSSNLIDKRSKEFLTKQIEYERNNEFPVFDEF
# NPYLR7 ag = agonists of mosquito NPYLR7 receptor, primary screen, cell-based, Aedes aegypti, calcium fluorescence, mosquito biting behavior | actives 0.15% (n = 270,000) | HEK293T NPYLR7/Galpha15, GCaMP6s calcium fluorescence | activation, % at 10 µM | AID 1259423, 2018; in the data active means activation above about 40%;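 further: 0% = vehicle and 100% = reference agonist at the receptor; some compounds past the cut are filed as inactive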
# mcGAS inh = cyclic GMP-AMP synthase inhibitors, mouse, primary biochemical chemiluminescence | Q8C6L5 | recombinant cGAS, Kinase-Glo ATP depletion luminescence | inhibition, % at 12.5 µM | actives 0.15% (n = 160,000) | AID 1259399, 2018;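 further: 0% = negative control wells and 100% = reference inhibitor with no enzyme activity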
# * marks the source's active call; other numbers are inactive results; · = not tested or not shown; & = joins results of further samples. Unless noted, no stated cut-off is given here; in the data, active means inhibition above about 40%; inactive means the rest.
SMILES,hcGAS lum,NPYLR7 ag,mcGAS inh
c1ccc(-n2cccc2CN(Cc2ccsc2)CC2CCCO2)nc1 (stereo not drawn),-10,-1,·
CCn1cc(SCC(=O)N2CCC3(CC2)CNC(=O)C3)c2ccccc21,-2,16,·
CN(C(=O)c1cccc(S(=O)(=O)N2CCCC2)c1)C1CCCC1,-4,7,·
COCCN(Cc1cccc(OS(=O)(=O)c2ccc(F)cc2)c1)C(=O)Nc1ccc(F)c(Cl)c1,-5,8,-4
COc1ccc(CN2CCNC(=O)C2CC(=O)NCc2cc(F)ccc2C)c(OC)c1 (stereo not drawn),-5,4,·
CCOC(=O)C(c1cc(OC)ccc1OC)C1C=CC(NC(=O)c2cc(F)c(F)cc2F)C1 (stereo not drawn),0,4,-2
CCOc1ccccc1N1CCN(C(=O)CC(c2ccc(Cl)cc2)c2c[nH]c3c(CC)cccc23)CC1 (stereo not drawn),2,8,-1
Cc1nc2ncnn2c(N2CCN(S(=O)(=O)c3ccc([N+](=O)[O-])cc3)CC2)c1Cc1ccccc1,-6,·,-6
Cc1c(C(=O)OC(C)C)[nH]c2c1C(=O)CCC2,-11,13,·
Cc1cc(C)c2[nH]c(=O)cc(C)c2c1,-4,0,·
Nc1c(N(CCC2=CCCCC2)CC(=O)Nc2ccccc2)c(=O)[nH]c(=O)n1Cc1ccccc1,-1,-17,·
Cc1ccsc1-c1nc(C(N)=O)c2[nH]c(=O)n(-c3ccccc3)c2n1,-5,17,-7
O=C(CCNC(=O)c1ccc(F)cc1)NCc1cnc2ccccn12,-3,4,-14
O=C(CSc1nc2c(c(=O)n1-c1ccc(OC(F)(F)F)cc1)SCC2)N1CCCCC1,-2,-4,-5
O=C1C(=Cc2c[nH]c3ccc(Br)cc23)C(=O)c2ccccc21,-8,-6,·
O=C(CN1CCCCC1=O)NC1CCCc2c1cnn2-c1ccc(F)cc1F (stereo not drawn),-1&-6,-2&9,·
CCCCn1c(N)c(N(C)C(=S)NCCCN2CCOCC2)c(=O)[nH]c1=O,-2,3,·
C[C@H](C(=O)NCc1ccc(F)c(F)c1)N1Cc2ccc(N3CCOCC3)nc2C1=O,-13,7,·
CCN(CCc1nc2ccc(C)cc2[nH]1)C(=O)c1cnn2cc(CCO)cnc12,0,·,-8
CCN(CC)CCNC(=O)COc1ccc(OC)cc1,1&-4&1,-11&1,-6
Cc1cccc(C)c1NC(=O)C(C)(C)NC(=O)CN1C(=O)c2ccccc2C1=O,-1,3,-1
Cc1nnc(-c2ccc(NS(=O)(=O)c3cc(F)ccc3C)cc2)o1,-6,-1,-15
CC1CN(c2cc(Oc3cccc(Cl)c3)ncn2)CCN1C(=O)Cc1ccccc1 (stereo not drawn),-7,8,-5
CC(C(=O)NCC1CCCCC1)S(=O)(=O)Cc1nnnn1C1CC1 (stereo not drawn),-3,-3,·
CN(C)CCN(Cc1nccn1Cc1cccc(Cl)c1)C(=O)C1CCC1,-3,3,-6

# In another format: results already given.
SMILES	hcGAS lum	NPYLR7 ag	mcGAS inh
Cc1cc(C)c2[nH]c(=O)cc(C)c2c1	-4	0	·
Nc1c(N(CCC2=CCCCC2)CC(=O)Nc2ccccc2)c(=O)[nH]c(=O)n1Cc1ccccc1	-1	-17	·
Cc1ccsc1-c1nc(C(N)=O)c2[nH]c(=O)n(-c3ccccc3)c2n1	-5	17	-7
O=C(CCNC(=O)c1ccc(F)cc1)NCc1cnc2ccccn12	-3	4	-14
O=C(CSc1nc2c(c(=O)n1-c1ccc(OC(F)(F)F)cc1)SCC2)N1CCCCC1	-2	-4	-5
O=C1C(=Cc2c[nH]c3ccc(Br)cc23)C(=O)c2ccccc21	-8	-6	·

# Back to the main list, starting two compounds before the break.
SMILES,hcGAS lum,NPYLR7 ag,mcGAS inh
CC(C(=O)NCC1CCCCC1)S(=O)(=O)Cc1nnnn1C1CC1 (stereo not drawn),-3,-3,·
CN(C)CCN(Cc1nccn1Cc1cccc(Cl)c1)C(=O)C1CCC1,-3,3,-6
COc1cc2c(cc1OC)C(CNS(=O)(=O)c1ccc(C)cc1)N(Cc1ccccc1F)CC2 (stereo not drawn),-4,6,-7
Cc1ccc(C(=O)N(CCN(C)C)Cc2sccc2C)c(=O)[nH]1,-7,0,-12
Cc1ccc(NC(=O)C(C2CCCC2)N2CCN(C(=O)c3ccco3)CC2)cc1 (stereo not drawn),-1,2,-4
O=C(C1CC1)N1CCC(Oc2cccc(C(=O)N3CC4C[C@@H]5CC3C[C@H](C4)C5)c2)CC1,-5&-11,14&14,·
Cc1ccc2nc(SC3CCCC3)nc(=O)n2c1,-7,2,-9
CCN(CC)P1(=Nc2ccccc2[N+](=O)[O-])C(=C2N(C)c3ccccc3C2(C)C)C=NN1C (stereo not drawn),-6,8,·
CON=CC1=C(Sc2nc3ccccc3s2)CCCC1,-5,4,·
CCC1=C(C(=O)OC)C(c2ccc(Br)cc2)n2ncnc2N1 (stereo not drawn),7,-7,·
O=C(CSc1ccc(NC(=O)C2CC2)nn1)NCc1ccccc1Cl,2,-1,·
C=CCNC(=O)c1ccccc1N1CCC(NC(=O)COc2ccccc2)CC1,-7,-4,-7
N#Cc1nc(NCCCOCC2CCOC2)ccc1Cl (stereo not drawn),-12,9,·
CCc1[nH]n(-c2ccc(F)cc2)c(=O)c1C1=C([n+]2cccc(C)c2)C(=O)N(Cc2ccc(F)cc2)C1=O,-10,2,-8
COc1cccc(NC(=O)Nc2c(C)nc3sccn3c2=O)c1,-1,-2,0
O=C(NCCC1=CCCCC1)C1CCC(CNc2c(N3CCCCC3)c(=O)c2=O)CC1 (stereo not drawn),-8,3,-4
Cc1cc2n(n1)CCCN2C(=O)CCC(=O)NC1CCCCC1,13,·,4
CC(=O)Nc1cccc2nc(CN3CCN(Cc4ccc(F)cc4)C(CCO)C3)ccc12 (stereo not drawn),-7,5,·
Cc1ccc(-n2nnc(C(=O)N3CCCc4ccccc43)c2C)cc1,0,-4,-6
Cc1ccccc1CC(=O)OC(c1cccnc1)C(F)(F)F (stereo not drawn),2,-2,·
O=C(NC(c1cccs1)C1CCCC1)c1ccc(N2CCOC2=O)cc1 (stereo not drawn),2,-3,·
Cc1ccc(S(=O)(=O)NCc2ccc3c(c2)OCO3)cc1C,-5,2,·
NC(C(=O)O)c1ccc(O)cc1 (stereo not drawn),-8,-11,·
COc1ccc(NC(=O)NCCn2ncccc2=O)c(OC)c1,5,-9,-3
O=C1NCCCCC1NC1CCNCC1 (stereo not drawn),-1,17,·
COCC1CCCN(Cc2ccc3c(c2)CN(Cc2ccc(F)c(OC)c2)CCO3)C1 (stereo not drawn),-8,7,·
C=CC(=O)N1CCN(c2nc3nccc(-c4ccc(C(C)(C)C)cc4)n3n2)CC1,4,1,-1

# A different layout for part of the listing above:
# Results follow in this order: hcGAS lum, NPYLR7 ag, mcGAS inh
CON=CC1=C(Sc2nc3ccccc3s2)CCCC1
  -5, 4, ·
CCC1=C(C(=O)OC)C(c2ccc(Br)cc2)n2ncnc2N1 (stereo not drawn)
  7, -7, ·
CC(=O)Nc1cccc2nc(CN3CCN(Cc4ccc(F)cc4)C(CCO)C3)ccc12 (stereo not drawn)
  -7, 5, ·
N#Cc1nc(NCCCOCC2CCOC2)ccc1Cl (stereo not drawn)
  -12, 9, ·
COc1cccc(NC(=O)Nc2c(C)nc3sccn3c2=O)c1
  -1, -2, 0
C=CCNC(=O)c1ccccc1N1CCC(NC(=O)COc2ccccc2)CC1
  -7, -4, -7
C=CC(=O)N1CCN(c2nc3nccc(-c4ccc(C(C)(C)C)cc4)n3n2)CC1
  4, 1, -1

# The list goes on.
SMILES,hcGAS lum,NPYLR7 ag,mcGAS inh
Cc1csc(CNC(C)c2ccccc2Cl)n1 (stereo not drawn),6,4,0
CC1(C)CC(CC#N)(Cc2ccccc2Cl)CCO1 (stereo not drawn),0,-1,-1
O=C(c1ccco1)N1CCN(C(=O)C2CC2(c2ccccc2)c2ccccc2)CC1 (stereo not drawn),-5,-8,·
Cc1cc(C)c(C#N)c(SC(C)C(=O)Nc2ccc3c(c2)OCO3)n1 (stereo not drawn),-22,14,-4
CC(NC(=O)c1cc(-c2ccc3c(c2)OCO3)nc2ccccc12)c1ccccc1 (stereo not drawn),4,8,1
O=S(=O)(CC1CCCCO1)c1nncn1-c1cccc(Cl)c1 (stereo not drawn),14,-1,·
Cc1ccc(-c2cc(NS(C)(=O)=O)n(C3CCS(=O)(=O)C3)n2)cc1 (stereo not drawn),-5,0,-8
N#CC(=C1SC2CS(=O)(=O)CC2S1)c1nc2ccccc2s1 (stereo not drawn),-3,12,·
CCNc1ccnc(N2CCN(CC(=O)Nc3ccccc3)CC2)n1,-5,10,-17
CC(=O)N1CCN(c2nc(C)cc(Nc3ccccc3)n2)CC1,0,5,·
O=C(NCc1nnc2n1CCCCC2)C1=CN2CCS(=O)(=O)N=C2C=C1,-1,-3,·
CCC1CN(Cc2c(C)[nH]c(=O)[nH]c2=O)CCC(=O)N1Cc1ccccc1 (stereo not drawn),-1,·,-14
CC(C)(C)OCCSCc1nnc(-c2ccccc2F)o1,2,1,·
CC(C)CC1(CNC(=O)c2ccc(S(C)=O)cc2)CC1 (stereo not drawn),-7,-1,-9
O=C(CN1C(=O)C(=O)N(CCC2=CCCCC2)C1=O)NC(=O)NCc1ccco1,-5,-5,·
COC(=O)c1cccc(CN2C(=O)C(C)Sc3ccc(C#N)cc32)c1 (stereo not drawn),-3,2,-2
CCOc1ccc(CN2CCN(Cc3ccc(C)o3)C(CCO)C2)cc1CO (stereo not drawn),-8,13,-10
CCc1nc2n(n1)C(=O)C(C(c1ccc(Cl)cc1)N1CCC3(CC1)OCCO3)S2 (stereo not drawn),-3,-4,-5
CC(Cl)C(=O)N1CCN(c2nccc(-c3cccs3)n2)CC1 (stereo not drawn),-3,25,-6
OCc1csc(-c2ccnc3[nH]ccc23)n1,-4,-3,·
COc1ccccc1N1CCN(C(=O)c2csc(CSc3nnc(-c4ccccc4Cl)n3-c3ccc(C)cc3)n2)CC1,-2,27,-6
CCn1ccnc1CN1CCC2(CCCN(Cc3cccc(OC)c3OC)C2)C1 (stereo not drawn),-9,3,·
CC(=O)c1ccc(NC(=O)c2cccn(OCc3cccc(Cl)c3)c2=O)cc1,-5,16,-8
COc1ccc(CCNC(=O)N2CCN(CC(C)C)C(=O)C2C)cc1 (stereo not drawn),-7,7,·
Cc1ccc(S(=O)(=O)N2CCC(C(=O)N3CC4CCCN4c4ccccc43)CC2)c(C)c1 (stereo not drawn),1,-1,·

# New compounds follow.
SMILES,hcGAS lum,NPYLR7 ag,mcGAS inh
Cn1ccc(-c2n[nH]c(=O)n2Cc2cccs2)n1,2,3,·
CN1CCC(N(C)C(=O)NC2CC(=O)N(c3ccc(Cl)cc3)C2)CC1 (stereo not drawn),-7,4,-8
Cc1nn(Cc2ccc(F)cc2)c(Cl)c1C(=O)N1CCCn2ncnc21,6,-1,·
Cc1ccsc1CNc1ccc(C(=O)N2CC=CCC2)cc1,-18,3,·
CC(C)Oc1ccc(C(=O)NCC2CCN(C3CCCC3)CC2)cc1,-1,-10,·
CCOc1c(CC)cnc2c1c(=O)n(C)c(=O)n2C,-2,0,·
Cc1nc2cc(NC(C)C(=O)N3CCCCCC3)ccc2o1 (stereo not drawn),-2&-4,8&5,-6
CCOc1ccc(S(=O)(=O)N2CCN(C(=O)NCc3cccnc3)CC2)cc1,-9,-5,-8
Cc1ccc(-c2ccnc(NCc3c(C)ncc4c3CCNC4)n2)c(C)n1,-6,2,-12
Cc1ccc(NC(=O)COCC2CC2)cc1NC(=O)C(C)(C)C,9,6,·
Cc1nc(-c2ccc(S(=O)(=O)N3CCN(c4ccc(-n5cccn5)nn4)CC3)s2)cs1,-6,-4,-8
Cc1cc(-n2ccnc(SCC(=O)NCCC(C)C)c2=O)ccc1Br,-2,4,0
CCn1c(C)nnc1COC(=O)c1occc1C,-7,-1,·
CCN1C(=O)CC(N2CCc3ccccc3C2)C1=O (stereo not drawn),0,1,·
COc1cc(C=C2C(=O)NC(=O)NC2=O)cc(Cl)c1OCCOc1ccc(C)cc1,0,-2,-4
O=C1CCC(C(=O)NCC2CCCN(Cc3ccccc3F)C2)=NN1 (stereo not drawn),-10,15,-11
CSCCCN1CCCCC1c1ccccn1 (stereo not drawn),-2,19,·
O=c1nc(SCc2cccc3ccccc23)c2c(n1CCO)CCC2,-8,-12,-7
NC(=O)Cn1cnc2c(nnn2-c2cccc(F)c2)c1=O,-7,-2,-8
CS(=O)(=O)Nc1cc(Br)c(O)c(Br)c1,-4,-12,·
COCCNC(=O)C(C1CCCC1)N1CCN(C(=O)c2ccc(C(F)(F)F)cc2)CC1 (stereo not drawn),-3,-5,-3
Cc1nn(-c2cccc(F)c2)c(N2CCN(C(C)C)CC2)c1CN(C(=O)C1CCC1)C(C)C,-6,5,-6
CC(Oc1cccc(-c2cccc3cnccc23)c1)C(N)=O (stereo not drawn),-1,-6,-13
N#CC(C#N)C1=Nc2ccccc2SC1,-9,0,-5
